b-catenin transl – alters nuclear translocation of beta-catenin in HeLa cells; immunofluorescence imaging; nuclear translocation activity, % at 5 µM; 190,000 compounds, 0.3% hits; AID 1665;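 active = nuclear translocation activity above 50% at 5 µM, with a well cell count of 50 or more; inconclusive = wells under 50 cells across six images, flagged as toxic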;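 also: per-cell ratio of nuclear to cytoplasmic median beta-catenin stain intensity; plate controls were DMSO negative control for no effect and GSK-3 inhibitor IX positive control for full effect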
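Test system: human HeLa cell line; Doses: 5 µM primary, 0.02–20 µM confirmation; Incubation: 24 h compound exposure, 37°C; Detection: beta-catenin immunofluorescence imaging with DAPI; Read-out: beta-catenin nuclear/cytoplasmic ratio, % activation.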
Yfh1-depleted yeast – mitochondrial function rescue without frataxin homolog – Friedreich's ataxia, plus single-dose screen, dose response (AID 1465); S. cerevisiae Yfh1-off respiration, WST-1 reduction, 72 h; higher fold induction means a stronger effect; fold induction at 50 µM, or EC50 in µM where a hit was titrated; 220,000 compounds, 0.074% hits;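 active = fold induction of absorbance versus untreated yeast above a set limit, then at least 30% activation at any dose in follow-up; inconclusive = repeats straddling the limit, or above it without dose testing; inactive = fold induction below the set limit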;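 also: activators that raise dye reduction in frataxin-depleted yeast; strong numbers were not always called active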
Autophagy HCS – autophagy modulation, high-content screen. 190,000 compounds, 0.98% hits. AID 463193. MEF GFP-LC3 puncta imaging; test concentration mostly 10 µM. calls only at 10 µM (by protocol);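 active = percentage of spot-positive cells more than 3 SD above its plate mean, without a fluorescence outlier flag or 80% toxicity; inconclusive = no clear call, values can overlap the other calls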;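 also: spot-positive cell cutoff set from DMSO-treated cells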
Dynein cargo inh – dynein cargo transport inhibition; 3617.4 mouse cells, GR-EGFP nuclear translocation imaging; test concentration mostly 20 µM; stimulated with dexamethasone, 1 µM; stronger effect = lower value; z-score, hits read low; 220,000 compounds, 0.47% hits;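 active = plate z-score of nuclear minus cytoplasmic receptor signal below a set negative limit, without overly bright fluorescence or cell loss, cut at about -3.5 in these data, passing the limit was not always enough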;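 also: z-score of nuclear minus cytoplasmic ring GR-EGFP intensity difference per well; some compounds called inactive have numbers as strong as hits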
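Buffer or medium: Induction medium lacking tetracycline, stripped serum | Also added: Dexamethasone agonist, 1.0 µM final, for 30 min | Timing: 48 h induction, 1 h compound, 30 min dex at 37 °C | Detection: Formaldehyde fixation, Hoechst nuclear stain, 10x automated fluorescence imaging | Measure: Nuclear versus cytoplasmic GR-EGFP signal, averaged per well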
PMI inhibition – human PMI inhibitors, high substrate, primary screen, biochemical, fluorescence intensity, high mannose 6-phosphate (AID 1220). recombinant PMI enzyme, coupled fluorescence intensity; higher % means a stronger effect. one-dose inhibition, % at 20 µM; IC50 in µM for titrated hits. 190,000 compounds, 0.66% hits
WT yeast gro inh – growth inhibition of WT yeast, mitochondrial fusion screen. inhibition, % at 10 µM. AID 1362. mitochondrial fusion phenotypic screen, WT strain. 190,000 compounds, 2.1% hits; in the data active = inhibition above about 58%; tested in S. cerevisiae
MT stabilizer – microtubule stabilization, imaging screen. % tubulin-high responders, % at 10 µM. AID 2205. HeLa tubulin immunostaining HCS, 24 h; share of cells brighter than vehicle mean+2SD. 200,000 compounds, 0.83% hits;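 active = plate Z-score above 3 for both tubulin-high and condensed-nucleus cell shares, with cell loss under 80%, at 10 µM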;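 also: anti alpha tubulin signal scored within the nucleus-defined area of each cell; some results filed as inactive read as strong as hits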
human PMI inhibition – MPI enzyme activity inhibition – biochemical, fluorescence intensity, coupled assay, primary screen (AID 1209). inhibition, % at 20 µM; hits with a dose series show IC50 in µM. purified PMI enzyme, coupled fluorescence intensity; higher % means a stronger effect. 190,000 compounds, 0.42% hits;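 also: plate controls were DMSO vehicle for no effect and wells lacking substrate for full effect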
Ins promoter up – MIN6 insulin promoter up-regulation; MIN6 insulin promoter-GFP reporter, high-content imaging; stronger effect = higher value; z-score at 5 µM; 190,000 compounds, 0.3% hits;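 active = z-score above 3 at 5 µM with at least 500 cells counted in the well; inconclusive = wells under 500 cells, flagged as cytotoxic or low count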
WT yeast gro inh mutant strain – further read-out of WT yeast gro inh, marked with its call; inhibition, %; mitochondrial fusion phenotypic screen, mutant strain inhibition
Dynein cargo inh cytoplasmic EGFP – further read-out of Dynein cargo inh, marked with its call; z-score; measured here: cytoplasmic GR-EGFP intensity; stronger effect = higher value
Dynein cargo inh nuclear GR-EGFP – second read-out of Dynein cargo inh, no call of its own (marks repeat the call); z-score; measured here: nuclear GR-EGFP intensity;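 lower value marks the stronger effect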
Dynein cargo inh cell count – second read-out of Dynein cargo inh, no call of its own (marks repeat the call); z-score; measured here: cell count per field
Ins promoter up cell count – also measured in Ins promoter up; calls as there; cell count; measured here: cytotoxicity, nuclei count;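 total cells summed across four imaged fields per well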
b-catenin transl cell count 5 µM – also measured in b-catenin transl; calls as there; cell count; measured here: cell count, cytotoxicity flag
MT stabilizer Hoechst-high % – second read-out of MT stabilizer, no call of its own (marks repeat the call); % Hoechst-high responders; measured here: nuclear condensation Hoechst responders;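 share of cells brighter than vehicle mean plus two SD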
MT stabilizer cytotoxicity % – second read-out of MT stabilizer, no call of its own (marks repeat the call); toxicity, %; measured here: cytotoxicity by cell density;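 0% = mean cell density of plate MIN control wells and 100% = no cells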
Autophagy HCS cell loss 18 h – second read-out of Autophagy HCS, no call of its own (marks repeat the call); toxicity, %; measured here: cell loss, nuclei count;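 cell loss after 18 h compound exposure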
* = called active by the depositor; i = inactive; ? = inconclusive; . = not tested or not shown; & = joins results of further samples. Rule as the data show it, unless noted: active = inhibition above about 50%; inactive = the rest.

SMILES	b-catenin transl	b-catenin transl cell count 5 µM	Yfh1-depleted yeast	Autophagy HCS	Autophagy HCS cell loss 18 h	Dynein cargo inh	Dynein cargo inh cytoplasmic EGFP	Dynein cargo inh nuclear GR-EGFP	Dynein cargo inh cell count	PMI inhibition	WT yeast gro inh	WT yeast gro inh mutant strain	MT stabilizer	MT stabilizer Hoechst-high %	MT stabilizer cytotoxicity %	human PMI inhibition	Ins promoter up	Ins promoter up cell count
Cc1cccc(N(CC(=O)NCCSc2ccccn2)S(=O)(=O)c2ccccc2)c1	-3.8	1169	i	i	3	0.33	0.4	0.56	-0.75	0%	9	2	4.5	1.6	1.5	12%	0.54	1401
C/C(CC(=O)Nc1ccc(F)cc1)=N\NC(=O)COc1ccccc1	.	.	i	i	-10	-0.36	-0.29	-0.53	0.37	1%	-2	-17	1.0	3.6	9.8	8%	-0.05	1285
O=C(COC(=O)c1cccc(N2C(=O)c3ccccc3C2=O)c1)Nc1ccccc1	2.8	1111	i	i	-46	-0.74	-0.21	-0.51	-0.09	-2%	16	-3	4.5	1.8	7.6	13%	0.5	1392
O=C(CNC(=S)N(Cc1ccccc1)Cc1cccnc1)NCCN1CCOCC1	1.7	1028	i	i	-8	0.29	-0.22	-0.18	0.76	-1%	-6	10	2.2	3.4	7.3	5%	-0.98	1344
Cc1ccc(-c2cc3nc(C)cc(C)n3n2)cc1	0.5	1425	i	i	-5	0.023	-0.21	-0.56	1.2	9%	-15	-6	2.5	2.2	14	8%	-0.05	1409
COC(=O)CN(C(=S)Nc1ccc(Cl)cc1)C1CC(=O)N(c2ccc(OC)cc2)C1=O (stereo unspecified)	0.1	1367	i	i	6	-0.61	-0.21	-0.7	0.46	0%	30	25	1.1	1.3	8.1	10%	-0.16	1618
COc1ccc(CNC(=O)CN2CCC(n3nnc4cc(F)ccc43)CC2)cc1	0.4	1470	i	i	-9	0.53	-0.19	-0.087	0.017	10%	4	-18	1.6	1.3	2.4	13%	-0.42	1458
COc1ccc(CC(=O)N2CCC(c3ccccc3)C2)cc1 (stereo unspecified)	-0.1	1392	i	i	10	-1.1	-0.33	-0.15	0.87	1%	9	8	5.2	1.9	1.3	-5%	0.03	1496
O=c1ccc(=O)n(-c2ccccc2)[nH]1	0.2	1347	i	.	.	0.4	-0.22	0.092	0.26	.	.	.	.	.	.	.	0.23	1104
Cc1ccc2cccc(Oc3ccc([N+](=O)[O-])cc3[N+](=O)[O-])c2n1	.	.	i	i	-11	-0.62	-0.3	-0.45	0.45	23%	-8	-5	16*	46*	26*	11%	0.05	1338
CCCS(=O)(=O)NCCc1cc2c(OC)ccc(OC)c2[nH]c1=O	-0.2	1365	.	i	-11	-0.47	-0.32	-0.056	0.35	-2%	48	24	4.2	3.6	8.4	-1%	0.02	1553
CCNC(=S)N/N=C/c1ccc(OCCOc2ccccc2C)cc1	-2.4	1053	i	i	-9	-0.18	-0.21	-0.39	-0.3	11%	10	9	4.2	2.4	5.4	9%	-0.16	1772
Cc1cc(C)c(S(=O)(=O)c2cccc(Cl)c2)c(Cl)n1	-2.5	1088	i	i	1	1.1	-0.25	0.15	0.057	-5%	-5	-41	3.6	2.5	7.2	-4%	0.92	1202
CCOC(=O)C(C(=O)NCCCN1CCOCC1)C1CCCCC1 (stereo unspecified)	-2.6	1062	i	i	-2	0.11	-0.24	0.029	0.48	8%	-21	12	2.8	1.1	1.5	10%	0.66	1176
CCOC(=O)c1c(NC2=NS(=O)(=O)c3ccccc32)sc2c1CCC(C)C2 (stereo unspecified)	-0.6	1133	i	i	6	-0.75	0.13	-0.078	-0.31	3%	-12	15	i	.	100	4%	-0.46	1281
Cc1ccccc1CC1(CO)CCCN(Cc2ccn[nH]2)C1 (stereo unspecified)	-1.0	1137	i	i	1	0.075	-0.14	-0.068	0.28	5%	-1	4	1.1	2.0	6.3	5%	-0.09	1453
COc1ccc(/C=C(/C(=O)NCc2ccccc2)c2ccccc2)cc1	0.9	1124	i	i	-1	0.28	-0.15	0.25	-0.95	-1%	33	-2	3.5	2.3	8.4	0%	-0.72	1259
Cc1cccc(N2CCN(C(=S)NC3CCCCC3)CC2)c1C	0.2	1334	i	.	.	0.98	-0.21	1.2	-1.3	.	.	.	.	.	.	.	0.63	785
CCCS(=O)(=O)N1CCN(C(=O)c2ccc(-c3ccccc3)cc2)CC1	.	.	i	i	-8	0.2	0.087	0.45	0.067	7%	-12	-1	2.5	1.4	11	7%	0.75	855
CN(C)Cc1ccc(F)cc1Sc1cc(Cl)ccc1Cl	-0.4	427	i	i	-13	-0.71	-0.31	-0.65	1	-22%	6	20	4.1	2.5	10	-25%	0.47	1248
Cc1ccc2c(c1)C1CN(C)CCC1N2C(=S)NC(=O)c1ccc(Br)cc1 (stereo unspecified)	-1.7	1121	i	i	12	0.55	-0.26	0.53	-0.22	17%	-7	6	2.4	2.6	4.1	14%	0.1	1366
COc1ccc(CCNC(=O)CCn2c(=O)oc3ccccc32)cc1	0.0	1036	i	i	5	-0.11	-0.19	0.28	0.49	8%	5	-3	1.4	2.7	7.8	12%	-0.29	1746
C#CC[N+](C)(C)CCCCCCCCCCCC	18	294	i	i	7	0.28	-0.21	0.14	0.75	4%	78*	74*	12	5.4	19	-1%	?	.
O=C(NCCCN1CCOCC1)C(=O)NCc1ccc(Cl)cc1	-0.2	1500	i	i	8	-0.54	-0.3	-0.29	0.83	13%	3	5	2.1	1.3	3.2	9%	0.37	1405
CC(C)C1Cc2c(sc(NC(=S)NC(=O)c3ccccc3)c2C#N)CO1 (stereo unspecified)	0.5	1118	i	i	7	0.38	-0.24	0.72	-0.01	2%	10	-2	5.9	2.4	6.4	9%	-0.2	1453
COc1ccc(C(=O)Nc2ccccc2C(=O)NC(Cc2ccc(O)cc2)C(=O)NNC(=O)c2ccc(C)cc2)cc1 (stereo unspecified)	1.3	845	i	i	3	-0.38	-0.23	-0.44	0.17	11%	-14	-17	4.0	2.5	4.7	22%	-0.16	1390
CCOC(=O)Cc1csc(NC(=O)Cn2c(=O)oc3ccccc32)n1	1.4	1307	i	.	.	-0.78	0.084	0.039	0.93	.	.	.	.	.	.	.	-0.09	1068
O=C(Cc1cc(=O)[nH][nH]1)N/N=C/c1cccc(Cl)c1Cl	0.6&2.0	1138&1033	i	i	16&-5	1&-0.99	0.66&-0.22	0.46&-0.51	-0.62&0.29	-11%&-3%	-8&-11	-2&-2	4.3&6.0	2.4&2.8	7.8&6.5	-14%&2%	0.22&0.1	1325&1477
O=C1c2ccccc2C(=O)c2c1cccc2N1CCOCC1	-0.3	1364	.	i	-31	-0.2	-0.11	0.6	0.94	24%	9	3	2.8	1.5	6.6	14%	0.09	1473
COc1ccc(OC)c(S(=O)(=O)Nc2cccc(-c3ccc4nncn4n3)c2)c1	-1.1	1108	i	i	10	0.28	-0.15	0.17	0.16	-10%	0	1	1.5	1.2	3.8	0%	-0.37	1441
CC1(C)CC(N2CCCC2)=CC(=[N+]2CCCCC2)C1	2.0	1004	i	i	53	-1	-0.16	-0.68	-0.001	16%	-18	-1	2.1	2.5	2.5	13%	-4.1	754
Cc1ccc([N+](=O)[O-])cc1NC(=O)C(Sc1ccccc1)c1ccccc1 (stereo unspecified)	-1.1	905	i	i	3	-0.5	-0.3	-0.48	0.49	15%	8	1	2.7	2.6	8.6	25%	.	.
COc1cccc(-c2noc(CCCC(=O)Nc3ccc(C(N)=O)cc3)n2)c1	-0.7	1104	i	i	-7	-1.4	-0.35	-0.64	1.7	7%	-12	13	5.1	2.5	12	2%	0.85	1306
Cc1ccc(C(=O)N/C(=C/c2ccc(-c3ccc(Br)cc3)o2)C(=O)NC2CCS(=O)(=O)C2)cc1 (stereo unspecified)	1.9	893	i	i	2	-0.17	-0.33	-0.34	0.26	-1%	12	3	3.5	2.6	2.2	7%	-0.53	1370
Cc1ccc(-n2c(C)cc(C(=O)COc3c(CO)cc(F)cc3CO)c2C)cc1C	2.5	909	i	i	-26	0.54	-0.39	0.08	1.8	-8%	5	-3	4.6	1.3	8.3	7%	.	.
O=C(CN1C(=O)c2ccccc2C1=O)N1CCCCC1	-0.1	958	i	i	-9	-0.019	-0.17	0.14	-0.55	2%	-19	-19	2.1	1.1	7.2	1%	0.76	1231
Cc1ccc(OC(=O)c2sc3ncn(C)c(=O)c3c2C)cc1	-1.0	1148	i	i	6	-0.047	-0.26	0.029	0.46	3%	6	-17	1.7	1.3	7.9	-1%	0.13	1292
COc1ccc(C(=O)NCc2nnc(SCC(=O)N3CCCc4ccccc43)o2)cc1OC	0.8	1128	i	i	-9	-0.75	0.45	0.22	0.74	-5%	-12	6	3.2	3.5	4.4	-8%	-0.16	1256
